ARFGAP1 inhibitor = inhibits rat ARF GTPase activating protein 1; Q62848; Arfgap1-stimulated ARF1 GTP hydrolysis, GDP FP detection; inhibition, % at 16.5 µM; hit rate 0.26% among 360,000; AID 651572;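 active = inhibition above a per-plate limit, mean inhibition of low control wells plus 3 SD, cut at about 25% in these data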;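 also: 0% = DMSO wells with enzyme and 100% = wells lacking Arfgap1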
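Replicates: Single well per compound | Assay system: Truncated rat Arfgap1 GAP domain | Control set: No-Arfgap1 wells (100%) versus DMSO full-reaction wells (0%) | Times: Enzyme reaction 120 min at 25 °C after 20 min preincubation | Reagent: Human ARF1(Δ1-17)-GTP substrate | Measured by: Tracer-displacement fluorescence polarization with EDTA stop, 620/688 nm | Measure: Percent inhibition of Arfgap1-stimulated GTP hydrolysis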
TDP2 absorb = blocks human TDP2 phosphodiesterase activity. O95551. recombinant TDP2, T5PNP hydrolysis, p-nitrophenol absorbance 415 nm. inhibition, % at 12.8 µM. hit rate 0.34% among 370,000;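 active = inhibition above the mean of all tested compounds plus 3 SD, set per campaign, cut at about 25% in these data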;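 also: 0% = DMSO with enzyme and 100% = buffer with substrate but no TDP2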
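System: recombinant human TDP2 / Amount: 120 nM TDP2 per well / Also added: 5 mM T5PNP chromogenic substrate / Doses: 12.8 µM single point, 1% DMSO / Incubation: 2 h at 37 °C / Detection: p-Nitrophenol epi absorbance / Evaluation: % inhibition relative to enzyme-containing and enzyme-free wells / Repeats: singlicate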
DDE Tn6 FP inh = disrupts Tn6 cyclic peptide binding to fibrin D-Dimer-E complex | Fibrin DD(E) TRITC-Tn6 fluorescence polarization displacement | inhibition, % at 8.3 µM | hit rate 0.21% among 370,000;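 active = inhibition above a per-campaign cutoff: mean of compounds within control limits plus 3 SD, cut at about 15% in these data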;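 also: 0% = median of all compound wells on the plate and 100% = blocking peptide control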
SIAE primary = blocks human sialic acid acetylesterase; Q9HAT2; AID 1053197; SIAE FP-Rh probe binding, fluorescence polarization; hit rate 0.69% among 370,000; inhibition, % at 9.66 µM;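 active = inhibition above a cutoff: mean of compounds within the control limits plus 3 SD of those, cut at about 17% in these data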;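 also: 0% = plate median of compound wells and 100% = probe without SIAE protein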
Target sequence (Q9HAT2 whole entry, looked up): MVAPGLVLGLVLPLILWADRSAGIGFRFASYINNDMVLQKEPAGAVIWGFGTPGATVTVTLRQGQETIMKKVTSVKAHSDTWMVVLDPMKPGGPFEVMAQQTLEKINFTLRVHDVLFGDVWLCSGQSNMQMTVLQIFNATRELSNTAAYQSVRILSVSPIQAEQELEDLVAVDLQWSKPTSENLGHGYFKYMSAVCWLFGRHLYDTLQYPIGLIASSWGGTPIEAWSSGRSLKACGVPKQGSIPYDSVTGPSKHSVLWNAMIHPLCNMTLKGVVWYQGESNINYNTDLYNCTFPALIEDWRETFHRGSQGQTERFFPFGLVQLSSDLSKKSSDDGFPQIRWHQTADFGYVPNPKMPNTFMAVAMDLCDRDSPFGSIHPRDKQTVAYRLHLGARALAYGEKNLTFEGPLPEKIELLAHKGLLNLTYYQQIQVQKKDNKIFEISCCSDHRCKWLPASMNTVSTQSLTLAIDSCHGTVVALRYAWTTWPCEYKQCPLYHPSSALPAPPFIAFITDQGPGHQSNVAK
ADAM10 inh = inhibits human ADAM10; O14672; inhibition, % at 7 µM; hit rate 0.62% among 370,000; recombinant ADAM10, EDANS/DABCYL FRET peptide cleavage, 3 h;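 active = inhibition above a per-campaign cutoff equal to the mean of compounds falling between control-based bounds plus 3 SD, cut at about 20% in these data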;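 also: 0% = DMSO wells while the 100% control is not disclosed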
Target sequence (O14672 214-748 limits assumed): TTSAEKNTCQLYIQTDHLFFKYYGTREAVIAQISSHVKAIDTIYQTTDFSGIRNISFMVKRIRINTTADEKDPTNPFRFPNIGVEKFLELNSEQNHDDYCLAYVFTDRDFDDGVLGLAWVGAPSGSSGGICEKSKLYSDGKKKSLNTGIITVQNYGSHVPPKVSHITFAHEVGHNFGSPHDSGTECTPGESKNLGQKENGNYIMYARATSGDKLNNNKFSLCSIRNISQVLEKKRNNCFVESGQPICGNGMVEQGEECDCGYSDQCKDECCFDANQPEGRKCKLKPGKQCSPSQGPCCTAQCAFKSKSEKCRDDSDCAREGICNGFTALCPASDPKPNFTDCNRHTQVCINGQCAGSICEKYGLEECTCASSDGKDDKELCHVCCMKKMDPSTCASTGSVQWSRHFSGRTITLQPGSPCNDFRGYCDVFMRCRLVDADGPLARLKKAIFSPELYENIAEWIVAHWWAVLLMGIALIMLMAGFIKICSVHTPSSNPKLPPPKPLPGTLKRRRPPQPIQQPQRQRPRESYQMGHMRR
PLC-gamma1 inh = PLC-gamma1 (human) inhibition, primary screen | AID 720700 | P19174 | inhibition, % at 12.2 µM | hit rate 0.84% among 370,000 | purified PLC-gamma1, fluorogenic substrate, fluorescence; in the data active = inhibition above about 9.5%
PLCb3 inh = blocks human PLC-beta3 enzyme activity. Q01970. hit rate 0.18% among 370,000. Purified PLC-beta3, fluorogenic substrate, fluorescence. inhibition, % at 12.2 µM; in the data active = inhibition above about 11%;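 also: 0% = median of compound wells on plate and 100% = full blocker control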
ASAP1 GAP inh = inhibitors of human ASAP1 ArfGAP activity | inhibition, % at 16.5 µM | ASAP1-stimulated ARF1 GTP hydrolysis, GDP FP detection | Q9ULH1 | hit rate 0.19% among 360,000; in the data active = inhibition above about 25%;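 also: 0% = vehicle with enzyme and substrate and 100% = no enzyme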
DDE Tn7 FP inh = inhibitors of Tn7 peptide binding to human fibrin DD(E); FP displacement of FITC-Tn7 peptide from fibrin DD(E); 0% = median of compound wells per plate; AID 720508; hit rate 0.13% among 370,000; P02675; inhibition, % at 8.3 µM;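 active = inhibition above the mean of compounds falling within the control limits plus 3 SD of them, cut at about 14% in these data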;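 also: 0% = plate median of compound wells and 100% = 10 µM Aha-Tn7 peptide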
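Test system: human clot-derived fibrin DD(E) complex / Quantity: 2 µM final DD(E) protein / Incubation: 10 min plus 3 h, room temperature / Measured by: fluorescence polarization / Benchmarks: high control of 10 µM Aha-Tn7 peptide / Replicates: singlicate testing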
ADAM17 inh = inhibitors of human ADAM17; P78536; recombinant ADAM17, EDANS/DABCYL FRET peptide cleavage; inhibition, % at 6.95 µM; hit rate 0.83% among 370,000; AID 720648;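 active = inhibition above the mean of compounds lying between control limits plus 3 SD, set per campaign, cut at about 8.5% in these data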;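 also: 0% = DMSO-only wells as the low control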
An asterisk follows results filed as active; i = inactive; nt = no result given.

SMILES	ARFGAP1 inhibitor	TDP2 absorb	DDE Tn6 FP inh	SIAE primary	ADAM10 inh	PLC-gamma1 inh	PLCb3 inh	ASAP1 GAP inh	DDE Tn7 FP inh	ADAM17 inh
CCOC(=O)C1CCCN(Cc2nc(N)nc(Nc3ccccc3)n2)C1 (stereo not drawn)	0	-2	7	1	-14	-4	-11	-7	2	-4
CCOC(=O)c1c(NC(=O)C2=C(C)NC(=S)NC2c2ccc(F)cc2F)sc(C)c1C (stereo not drawn)	-1	-7	-5	-9	-21	-251	-295	10	6	-3
O=C(CS(=O)(=O)c1ccccc1)NC1CCCCC1	7	13	10	-2	-2	1	-4	2	2	-3
C=C(C)CN=C1NN=C(c2cc(C)n(-c3ccc(C)cc3)c2C)CS1	2	10	-2	11	-4	-8	-10	5	-5	2
CC(=O)N1CCCC1C(=O)O (stereo not drawn)	-2	6	-8	-6	-6	0	2	14	-1	-7
O=S1(=O)C[C@@H]2N=C(N/N=C/c3ccccc3)S[C@@H]2C1	2	-6	6	-4	-2	1	-6	6	3	-4
CC1CCCCN1C(=O)CSc1nc(C2CC2)nc2c1cnn2-c1ccccc1 (stereo not drawn)	-6	13	-5	-2	-5	0	2	-12	-8	-4
CCOCCCNC(=O)CCSc1ccc(C)cc1	-2	-16	0	-7	10	2	4	-7	0	4
Cc1nc(N=Nc2ccc(O)cc2)n[nH]1	-1	10	4	2	4	4	0	-1	2	-1
Cc1cc(C)c(C#N)c(Sc2nnnn2-c2ccccc2)n1	-1	-9	2	-3	-7	-2	2	-10	-1	1
CCCOc1ccccc1C1CC(=O)NC(C)=C1C(=O)OCC(C)C (stereo not drawn)	6	-4	2	2	-8	-1	0	-5	4	-3
COc1cc(C(=O)OCC(=O)NC(N)=O)cc(CN2C(=O)c3ccccc3C2=O)c1OC	-3	4	-2	-5	-4	0	-2	-9	3	-1
O=C(NNC(=O)c1cccc(S(=O)(=O)N2CCCCC2)c1)c1ccccc1	-2	-2	-1	2	-6	1	2	6	5	-2
COc1cccc(CNC(=S)OC2CCC23CCC(c2ccccc2)CC3)c1 (stereo not drawn)	nt	5	3	-11	-10	-1	-4	nt	13	0
Cc1ccc(NC(=O)c2ccc(CN3CCc4ccccc4C3)cc2)cc1	8	-5	-5	-3	-19	-2	0	-13	-4	3
CCOC(=O)c1ccc(NC(=O)[C@@H](NC(N)=O)C(C)C)cc1	-6	21	6	1	1	0	-4	3	7	-2
Cc1nc(C)c(C(=O)N(c2ccc(F)cc2)C(C(=O)NCC2CCCO2)c2ccccc2)s1 (stereo not drawn)	5	-8	9	-4	-1	2	-6	-11	1	-3
Cc1cc(C)nc(SCc2nc3nc(C)cc(C)n3c2Br)n1	-1	2	0	13	-390	-173	-223	-2	-2	-122
O=C(NCCC1=CCCCC1)C1CCN(C(=O)c2ccc(Br)cc2)CC1	0	-5	4	8	3	-2	2	-9	7	1
CCCSc1ccc([C@H]2N[C@@](CC(C)C)(C(=O)OC)[C@H]3C(=O)N(CC)C(=O)[C@@H]23)cc1	-1	-10	-4	0	-1	-1	2	5	-6	-2

3 of the entries above in order of their number in TDP2 absorb, ascending:
SMILES	ARFGAP1 inhibitor	TDP2 absorb	DDE Tn6 FP inh	SIAE primary	ADAM10 inh	PLC-gamma1 inh	PLCb3 inh	ASAP1 GAP inh	DDE Tn7 FP inh	ADAM17 inh
Cc1cc(C)c(C#N)c(Sc2nnnn2-c2ccccc2)n1	-1	-9	2	-3	-7	-2	2	-10	-1	1
Cc1nc(C)c(C(=O)N(c2ccc(F)cc2)C(C(=O)NCC2CCCO2)c2ccccc2)s1 (stereo not drawn)	5	-8	9	-4	-1	2	-6	-11	1	-3
CC(=O)N1CCCC1C(=O)O (stereo not drawn)	-2	6	-8	-6	-6	0	2	14	-1	-7

Next section
SMILES	ARFGAP1 inhibitor	TDP2 absorb	DDE Tn6 FP inh	SIAE primary	ADAM10 inh	PLC-gamma1 inh	PLCb3 inh	ASAP1 GAP inh	DDE Tn7 FP inh	ADAM17 inh
CC1CCC(NC(=O)C2CCN(c3cnccn3)CC2)CC1 (stereo not drawn)	-9	8	0	1	-40	-20	-30	-17	7	-10
COCCNc1nc2nonc2nc1N(C)Cc1cccc2cnccc12	7	-1	-1	-4	6	6	3	3	-8	0
O=C(CSc1nnc(-c2ccccc2)c(-c2ccccc2)n1)N1CCc2ccccc21	-6	11	3	6	2	-2	3	-9	2	-6
CCN1CCCC1CNC(=O)c1ccc2c(c1)NC(=O)/C(=C\c1ccccc1Cl)S2 (stereo not drawn)	12	-2	3	-6	-7	-62	-64	3	6	-2
Cc1c(C#N)c(O)n(CCO)c(=O)c1N=Nc1ccccc1	3	2	9	4	4	-5	-12	-3	2	-3
COc1cc(CNCCNC(=O)c2cccs2)cc(OC)c1OC	4	28*	-4	-1	-1	3	-4	11	-5	2
CC(=O)Nc1ccc(NC(=O)CSc2nc(=O)n(Cc3cccnc3)c3c2CCC3)cc1	10	-2	3	0	-10	3	-8	3	1	-2
O=C(COC(=O)c1cc(S(=O)(=O)N2CCOCC2)ccc1Cl)c1ccc[nH]1	4	2	7	0	-3	-1	-2	-14	-2	-2
Nc1cc(N)nc(SCC(=O)NCc2ccco2)n1	-3	9	8	7	1	0	-7	0	5	-4
Cc1ccc(NC(=O)c2cnccn2)c(Br)c1	-1	5	-4	10	5	0	-5	-11	-3	-4
CNC(=S)N(Cc1cc2ccc(OC)cc2[nH]c1=O)CC1CCCO1 (stereo not drawn)	5	1	5	11	-7	-1	-7	-12	-6	-2
OCCC1CN(Cc2ccc(Oc3ncccn3)cc2)CCN1C1CCCCC1 (stereo not drawn)	-4	12	3	3	-4	1	-8	2	0	-5
CCOc1cc(C=O)ccc1OCCn1c([N+](=O)[O-])cnc1C	-15	-2	5	2	5	3	-3	-6	-1	1
CCc1cc(CNC(=O)C2CCC(=O)N(Cc3ccc(Cl)cc3)C2)on1 (stereo not drawn)	-9	-12	14	-4	-2	-2	-3	-9	8	-1
Cc1nc2n(COCCO)cnn2c(=O)c1Br	-7	15	9	4	2	1	1	1	10	1
O=C(O)c1n[nH]c2c1CCCCC2	12	7	4	12	3	-3	-2	-3	-1	0
CCN(C[C@H]1N[C@@](C)(C(=O)OC)[C@H]2C(=O)N(C)C(=O)[C@@H]12)C(=O)COc1ccccc1	-2	0	13	2	-8	1	2	-9	4	-4
Cc1cccc(CSc2nc3ccncc3n2CC(=O)Nc2cc(C)cc(C)c2)c1	5	-2	-1	-7	1	1	7	-5	0	2
C[C@@H](C(=O)Nc1nc2ccc(F)cc2s1)N1C(=O)C2CC=CCC2C1=O (stereo partly drawn)	-4	-15	2	-4	8	5	2	-17	4	6
COc1ccc2occ(C(=O)c3ccccc3)c2c1	-2	-2	0	3	-2	0	-9	-2	2	2
O=C(CSc1cccc[n+]1[O-])NC1CCCCCCC1	9	-3	-8	-1	-1	0	2	1	2	-5
COc1ccc2cc(C(=O)C3CCCN(C(=O)CCc4ccccn4)C3)ccc2c1 (stereo not drawn)	-8	0	-4	-2	i	i	i	8	-1	-463
COc1cc(C=NC2CCCCC2)ccc1O	6	1	1	2	-20	2	1	15	3	5
Cc1noc(C)c1COC(=O)/C=C/c1ccccc1Cl	6	-20	4	-6	0	1	-4	7	0	-8
O=S(=O)(O)c1nc2ccccc2n1CCOc1ccccc1	1	-5	-3	5	-4	-5	-1	7	-8	0
COc1ccc(C(=O)/C=C/c2ccc(OC)c(COc3ccc(F)cc3)c2)cc1	7	8	-10	-8	-3	-3	-3	-8	2	-4
CCCC12C(=O)C(C)(C(c3ccccc3)=C1c1ccccc1)C1C(=O)N(c3ccc(C)cc3)C(=O)C12 (stereo not drawn)	6	-7	-7	-8	-6	7	1	-8	7	-3
CCOC(=O)N1CCN(S(=O)(=O)Cc2ccccc2)CC1	5	2	3	-2	1	-4	1	-13	2	-2
Cc1nnc(SC(C)C(=O)Nc2nccs2)s1 (stereo not drawn)	2	3	-7	8	-2	1	1	11	-3	-1
CN(CC(=O)Nc1cccc(F)c1)C(=O)/C=C/c1cc(Br)ccc1OC(F)F	2	7	11	-10	13	0	-5	-3	-6	6
Nn1c(SCc2ccccc2F)nnc1-c1cccnc1	7	8	0	-4	0	-1	-8	-2	2	-2
Cc1noc(C)c1S(=O)(=O)N(CC(=O)N1CCc2ccccc21)c1ccc(C(C)C)cc1	4	1	7	2	3	2	2	-2	6	1
CC(C)CN1CCN(Cc2cccc3ncccc23)CC1CCO (stereo not drawn)	19	-8	-1	6	0	4	-6	1	1	5
CCOC(=O)C1CCN(C(=O)c2sc3ncn(CC(=O)N4CCCCC4)c(=O)c3c2C)CC1	-4	4	-7	1	-6	4	-2	20	-8	-5
O=c1[nH]ncc(NCc2ccc(Cl)cc2)c1Cl	9	-15	2	-2	5	3	8	-2	-3	3
CCCC(=O)Nc1nnc(SCC(=O)NCc2cccs2)s1	9	-16	-4	4	1	0	0	-1	13	-6
O=C(c1ccc(F)cc1)c1ccc(CN2C(=O)c3ccccc3C2=O)o1	6	7	-4	-6	6	1	0	1	8	0
COCCn1c(N)c(S(=O)(=O)c2cccs2)c2nc3ccccc3nc21	20	57*	-7	-6	i	i	i	13	-5	i
COc1cc2cc(CCO)oc(=O)c2cc1OC	-43	0	3	2	-21	2	2	-6	0	-5
O=C(c1cccc(Cl)c1)N1CCN(S(=O)(=O)c2ccc(Cl)s2)CC1	2	5	1	-3	2	0	-6	-7	5	0
CC1CC(C)CN(C(=O)c2ccc(CSc3nc4ccncc4[nH]3)cc2)C1 (stereo not drawn)	6	-16	6	-1	6	9	14*	6	-7	0
Cc1nn(Cc2ccc(F)cc2)c(C)c1NC(=O)c1noc2c1CCc1ccccc1-2	-5	-8	-1	-2	-12	-2	0	9	2	-3
Cc1ccc2c(CC(=O)OCc3nc(N)nc(Nc4ccccc4C)n3)coc2c1	12	-6	0	2	10	-1	-3	3	-4	5
COc1ccc(C(=O)Nc2ccc(N3CCOCC3)cc2)cc1S(=O)(=O)NC1CCCC1	-1	4	-1	17*	-8	1	-6	0	-2	-3
CC(=O)Nc1ccc2nc(-c3ccncc3)[nH]c2c1	-7	4	-7	3	-466	i	i	4	-2	-137
Cc1cccc(OCCC(=O)Nc2cc(S(=O)(=O)N3CCCCC3)ccc2N2CCOCC2)c1	-5	-4	3	-7	1	3	4	12	0	2
CCN1C/C(=C/c2ccc(OC)c(O)c2)C(=O)/C(=C/c2ccc(OC)c(O)c2)C1	4	4	-2	0	-6	1	3	9	-3	-1
O=C1CN(S(=O)(=O)c2cc(Cl)ccc2Cl)CCN1	15	-10	3	2	-8	1	-1	-1	3	-4
